High-throughput results: PubChem BioAssay, ICCB-Longwood Screening Facility, Harvard Medical School
Polio RdRp inh: poliovirus RdRp elongation inhibitors, primary screen, biochemical, fluorescence polarization, total intensity; poliovirus polymerase elongation; active compounds read low; % elongation, % (compound at 16.7 µg/mL); 0.66% of 150,000 active; AID 588519, 2011; in the data active means % elongation below about 90%; further: some results filed as inactive read as strong as hits
Target sequence (P03300 1749-2209 limits assumed): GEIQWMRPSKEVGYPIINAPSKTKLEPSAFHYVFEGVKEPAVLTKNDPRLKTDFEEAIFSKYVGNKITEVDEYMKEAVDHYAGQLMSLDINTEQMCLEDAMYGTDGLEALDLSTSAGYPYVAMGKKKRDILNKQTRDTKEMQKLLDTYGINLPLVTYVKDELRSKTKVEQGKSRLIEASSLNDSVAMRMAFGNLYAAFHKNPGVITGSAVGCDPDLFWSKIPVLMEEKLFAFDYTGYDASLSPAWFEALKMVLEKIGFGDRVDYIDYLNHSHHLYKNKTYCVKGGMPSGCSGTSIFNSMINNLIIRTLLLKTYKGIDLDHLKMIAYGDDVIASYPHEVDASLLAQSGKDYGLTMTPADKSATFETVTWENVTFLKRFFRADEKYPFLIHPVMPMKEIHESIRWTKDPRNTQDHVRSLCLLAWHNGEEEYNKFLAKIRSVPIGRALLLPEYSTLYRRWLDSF
Polio RdRp inh FP z-score: further read-out of Polio RdRp inh, marked with its call; z-score; measured here: FP z-score; hits read low
* hit, by the source's call.

SMILES | Polio RdRp inh | Polio RdRp inh FP z-score
COc1ccc(/C=C/C(=O)Nc2ccc(Cl)cn2)cc1OC | 101 | -0.6
CN(C(=O)CSc1nnc2[nH]c(=O)cc(-c3ccccc3)n12)c1ccccc1 | 105 | -0.3
CC1CC(C)CN(C(=O)C(C)n2sc3ccccc3c2=O)C1 (stereo unspecified) | 106 | 2.7
CC(C)(CNC(=O)c1cc(Cl)c(O)c(Cl)c1)N1CCOCC1 | 102 | 0.1
O=C(COc1ccccc1F)Nc1ccc2nc(SCc3ccccc3)sc2c1 | 103 | -0.9
CCN(CC(=O)NCc1cccs1)C(=O)c1ccc(S(=O)(=O)N2CCOCC2)cc1 | 101 | -0.2
Cc1cc(NC(=O)CCC(=O)N(c2ccc(F)cc2)C2(C(=O)NC3CCCCC3)CCCC2)no1 | 102 | -0.1
CCCCc1nn2c(=O)cc(COC(=O)c3ccc(NC(=O)c4cccs4)cc3)nc2s1 | 105 | -0.3
CCOC(=O)c1ccccc1NC(=O)Cn1c(=O)n(Cc2nc(C)no2)c(=O)c2ccccc21 | 102 | -1.2
O=C(Nc1cnn(Cc2ccc(F)cc2)c1)c1cc(-c2ccc(Br)cc2)on1 | 101 | -0.1
CC(C)n1c(SCC(=O)C(C)(C)C)nc2cc(C(F)(F)F)ccc21 | 106 | 0.6
COc1ccc(Br)cc1-c1nc(COC(=O)c2ccc(C)o2)cs1 | 100 | -0.5
O=C(COc1ccc2ccc(=O)oc2c1)NC1CCCC1 | 101 | -0.4
CCCCn1nnnc1CSc1nc2cc(Cl)ccc2n1Cc1ccccc1 | 101 | -0.2
CCOc1ccc(C(=O)Nc2ccccc2C(=O)OCc2cc(=O)n3nc(C4CC4)sc3n2)cc1 | 107 | 0.1
CC1Oc2ccccc2N(CC(=O)NC2CCCC2)C1=O (stereo unspecified) | 101 | -0.4
Cc1cccc(NC(=O)c2c(Br)sc3c2CCCC3)c1 | 104 | 0.1
O=c1cccc2n1CC1CC2CN(c2nc(N3CCCCC3)nc(N3CCCCC3)n2)C1 (stereo unspecified) | 99 | -0.7
Cc1cc2c(C)nc3ccc(C(=O)O)cc3c2o1 | 105 | 1.1
CN(Cc1ccccc1)C(=O)c1cccn2c(=O)c3c4c(sc3nc12)CCCC4 | 100 | -0.8
Cc1ccc(S(=O)(=O)N2c3cccc4cccc(c34)S2(=O)=O)cc1C | 102 | 0
N=c1n(CCO)c2ccccc2n1CCOc1ccc(Cl)cc1Cl | 100 | -0.3
CC(=O)N1N=C(c2ccco2)OC1c1ccc(-c2ccccc2)cc1 (stereo unspecified) | 104 | 1.5
Cc1c(C#N)c(O)n(CCCO)c(=O)c1N=Nc1c(C)n(C)n(-c2ccccc2)c1=O | 129 | 7.1

The last two compounds of the part before come first, to join the parts:
SMILES | Polio RdRp inh | Polio RdRp inh FP z-score
CC(=O)N1N=C(c2ccco2)OC1c1ccc(-c2ccccc2)cc1 (stereo unspecified) | 104 | 1.5
Cc1c(C#N)c(O)n(CCCO)c(=O)c1N=Nc1c(C)n(C)n(-c2ccccc2)c1=O | 129 | 7.1
CC1SCC(=O)N(CC(=O)NC2CCCCC2)C1=O (stereo unspecified) | 98 | -0.8
COc1ccc(-c2nc(SCc3ccccc3C#N)[nH]c(=O)c2C#N)cc1 | 104 | 0.1
O=C(COCc1cc(-c2ccco2)on1)NCCc1ccccc1 | 101 | -0.1
CC(=O)N1CCC(C(=O)O/N=C(\N)c2ccc(Cl)cc2)CC1 | 100 | -0.6
COc1cc(OC)c(NC(=O)Cn2c(=O)nc(-c3ccccc3)c3ccccc32)cc1Cl | 108 | 0.7
COC(=O)c1c(=O)n(O)c2cc(Cl)c(Cl)cc2[n+]1[O-] | 69 | -9.6
CC(C)c1cc(C(=O)N2CC3(C)CC2CC(C)(C)C3)no1 (stereo unspecified) | 100 | -0.2
O=C(COC(=O)c1c2c(nc3ccccc13)CCCC2)NCc1ccco1 | 106 | 0.4
COc1ccc(NS(=O)(=O)c2cccc3nsnc23)c(OC)c1 | 98 | -0.7
COC(=O)c1ccc(CSc2ccc(S(=O)(=O)N3CCCC3)cn2)o1 | 106 | 0.5
COc1ccc(N=C2SCC(C(C)(C)C)=NN2C)cc1 | 100 | -0.7
O=C(OCC1CCCO1)c1ccccc1C(F)(F)F (stereo unspecified) | 103 | 0.5
O=C(CN1C(=O)COc2ccc(S(=O)(=O)NC3CCCC3)cc21)Nc1ccc(F)c(Cl)c1 | 111 | 0.9
Cc1[nH]c(=O)[nH]c(=O)c1S(=O)(=O)N1CCN(c2ccccc2Cl)CC1 | 101 | -0.5
COc1cc(CNCCSc2nnnn2C)cc(Cl)c1OCc1ccccc1 | 101 | -1.1
C[C@H](CCC(=O)NCC(=O)O)[C@H]1CC[C@H]2[C@@H]3[C@H](O)C[C@@H]4C[C@H](O)CC[C@]4(C)[C@H]3C[C@H](O)[C@]12C | 99 | 0
CC(Sc1nc2c(n1-c1ccccc1)CCCC2)C(=O)Nc1ccc(S(N)(=O)=O)cc1 (stereo unspecified) | 102 | -0.1
Cc1nc(SCC(=O)c2cn(CCC#N)c3ccccc23)n(C2CCCCC2)c1C | 105 | 0.3
Cc1cc(C(=O)COC(=O)c2ccc(=O)n(Cc3ccccc3)n2)c(C)n1C1CC1 | 100 | 0
C(=NCc1ccc2c(c1)OCO2)c1cccnc1 | 108 | 0.6
COc1cc(-c2nc(Nc3ccc(C)c(F)c3)c3ccccc3n2)cc(OC)c1OC | 103 | 0.6
CCCCn1c(N)c(N(C(=O)c2ccc(Cl)c(Cl)c2)C2CCCC2)c(=O)[nH]c1=O | 97 | -0.6
Cc1ccc2c(c1)N(CC(=O)NCCc1ccc(Cl)cc1)C(=O)c1cccnc1O2 | 111 | 1.1
COc1cccc(NCc2cccn2-c2nnc(N3CCC(C)CC3)s2)c1 | 111 | 1
Cc1ccc2nc(CCC(=O)O)[nH]c2c1 | 101 | -0.5
FC(F)(F)c1ccc(Oc2ccc(Oc3ccc(C(F)(F)F)cn3)cc2)nc1 | 111 | 0.8
COc1ccc(S(=O)(=O)Nc2c(C)nc3nc(C)[nH]n3c2=O)cc1 | 100 | -1.3
O=C(O)Cn1cc(C(=S)N2CCCCC2)c2ccccc21 | 93 | -3
CC(C)(C)NC(=O)CCn1nc(-c2ccccc2)c2ccccc2c1=O | 99 | -0.7
NC(=O)COC(=O)/C=C/c1ccc(Cl)cc1 | 101 | -0.3
Nc1nc2c(c(=O)[nH]1)C(c1ccccc1)C1=C(N2)c2ccccc2C1=O (stereo unspecified) | 103 | 0.5
CC(=O)Nc1ncc2c(n1)CC(c1ccccc1)CC2=O (stereo unspecified) | 104 | 0.6
COc1ccccc1-c1cc2nc(C)c(CCC(=O)Nc3cc(C)ccc3C)c(C)n2n1 | 108 | 0.2
COc1ccc(NC(=O)CSc2nccn2Cc2ccc3c(c2)OCO3)cc1 | 105 | -0.7
COC(=O)c1ccc(C(=O)Nc2cc(Cl)ccc2Cl)cc1N | 105 | 1.4
COc1ccc(C(c2nnnn2CC2CCCO2)N2CCN(c3ccc(F)cc3)CC2)cc1OC (stereo unspecified) | 102 | 0
COc1cccc(-c2nn(C)c3sc(C(=O)N4CCN(c5cccc(C(F)(F)F)c5)CC4)cc23)c1 | 106 | 0.4
CCn1c(C(=O)O)c(CC(=O)NC2CCCCCC2)c2ccccc21 | 100 | -0.4
CN1CCN(c2ccccc2C=C(C#N)C#N)CC1 | 94 | -3.2
O=C(N=S1CCN(c2ncc(C(F)(F)F)cc2Cl)CC1)Nc1ccc(Cl)cc1 | 103 | 0.3
COc1cc2c(C(=O)N3CCN(c4ccc(C)cc4)C(C)C3)cn(CC(C)C)c(=O)c2cc1OC (stereo unspecified) | 108 | 0.9
Nc1ccc2nc(SCc3ccccc3Cl)sc2c1 | 103 | 0.3
COc1ccc(CCNC(=O)Cn2c(SCc3ccc(C)cc3)nc3cccnc32)cc1OC | 102 | -0.1
CCN1CCN(C(=O)c2ccc3c(c2)N(Cc2ccccc2)C(=O)c2ccccc2S3(=O)=O)CC1 | 106 | 0.1
CCOC(=O)c1c(NC(=O)C(C)Sc2cn(CCNC(=O)c3ccc(OC)c(OC)c3)c3ccccc23)sc2c1CCC2 (stereo unspecified) | 106 | 0.5
CCOC(=O)c1nnn2c1nc(SCC(N)=O)c1ccccc12 | 103 | -0.2
COc1ccc(S(=O)(=O)N(C)c2ccc(OCC(=O)Nc3cc(C)on3)cc2)cc1 | 102 | -0.1
C(=N\n1cnnc1)/c1nc2ccccc2n1Cc1ccccc1 | 102 | 0
COc1ccc(C(=O)NC(C(=O)N2CCN(c3ccccc3O)CC2)C(C)C)cc1 (stereo unspecified) | 101 | -0.1
Fc1ccc(NC(=S)N2CCCCC2CCN2CCOCC2)cc1 (stereo unspecified) | 107 | 0.3
COC(=O)c1ccc(OCC2c3cc(OC)c(OC)cc3CCN2C(=O)c2ccc(OC)cc2)cc1 (stereo unspecified) | 108 | 0.2
CCCCCOc1ccc(Cn2c(=O)oc3ccc(C)cc32)cc1OC | 102 | -0.3
COc1cc(OC)c(OC)cc1/C=C/c1nc2cc3ccccc3cc2c(=O)n1-c1ccc(Cl)cc1 | 107 | -0.2
Nc1nonc1C(=O)OCC(=O)N1CCOCC1 | 102 | 0
Cc1ccccc1NC(=O)c1cc2ccccc2cc1O | 97 | -0.9
Cc1ccc(COc2cccc3cc(-c4noc(-c5ccc(C)cc5)n4)c(=O)oc23)cc1 | 108 | 0.5
CN(Cc1ccccc1)C(=O)c1cc2c(s1)-c1ccc(Cl)cc1SC2 | 110 | 0.7
COc1ccc(-c2cc(-c3ccccc3)nc3c2COc2ccc(Cl)cc2-3)cc1 | 105 | 0.2
COc1cccc(N2CCN(C(=O)c3nn(C)c4c3COc3ccccc3-4)CC2)c1 | 102 | 0.1
CC(C(=O)N1CCCCC1)N(c1ccccc1)S(C)(=O)=O (stereo unspecified) | 100 | -0.3

Taken from above:
Polio RdRp inh, COC(=O)c1ccc(OCC2c3cc(OC)c(OC)cc3CCN2C(=O)c2ccc(OC)cc2)cc1 (stereo unspecified) = 108
Polio RdRp inh FP z-score, COc1ccc(C(=O)NC(C(=O)N2CCN(c3ccccc3O)CC2)C(C)C)cc1 (stereo unspecified) = -0.1
Polio RdRp inh, Cc1ccccc1NC(=O)c1cc2ccccc2cc1O = 97
Polio RdRp inh, CN(Cc1ccccc1)C(=O)c1cc2c(s1)-c1ccc(Cl)cc1SC2 = 110

Seven records drawn at random from the list so far, as already listed:
SMILES | Polio RdRp inh | Polio RdRp inh FP z-score
COc1ccc(C(c2nnnn2CC2CCCO2)N2CCN(c3ccc(F)cc3)CC2)cc1OC (stereo unspecified) | 102 | 0
COC(=O)c1ccc(CSc2ccc(S(=O)(=O)N3CCCC3)cn2)o1 | 106 | 0.5
O=C(COc1ccc2ccc(=O)oc2c1)NC1CCCC1 | 101 | -0.4
CCOC(=O)c1nnn2c1nc(SCC(N)=O)c1ccccc12 | 103 | -0.2
COc1ccc(S(=O)(=O)Nc2c(C)nc3nc(C)[nH]n3c2=O)cc1 | 100 | -1.3
COc1ccccc1-c1cc2nc(C)c(CCC(=O)Nc3cc(C)ccc3C)c(C)n2n1 | 108 | 0.2
CCOc1ccc(C(=O)Nc2ccccc2C(=O)OCc2cc(=O)n3nc(C4CC4)sc3n2)cc1 | 107 | 0.1

Later entries
SMILES | Polio RdRp inh | Polio RdRp inh FP z-score
Cc1nc2c([nH]1)C(c1ccc(C(C)C)cc1)C(C#N)=C(C#N)O2 (stereo unspecified) | 109 | 0.7
CNC(=O)Cc1nc2ccccc2[nH]1 | 99 | -0.5
CCCCc1nnc(NC(=O)CSc2nc(O)c(NC(C)=O)c(=O)[nH]2)s1 | 96 | -2.5
CC(C)c1ccc(Nc2cc(C(=O)NCc3cccs3)c3ccccc3n2)cc1 | 100 | -2
O=C(CN1C(=O)CCC1=O)Nc1ccccc1-c1nc2ccccc2o1 | 103 | 1.3
Cc1oc(-c2ccc(Cl)cc2)nc1CSc1nc2ccncc2[nH]1 | 103 | 0.4
Cc1cccc(NS(=O)(=O)c2ccc3c(c2)CC(C)N3C(=O)C2CCC2)c1C (stereo unspecified) | 107 | 0
CCN(Cc1ccccc1)Cc1c(O)ccc2c(=O)c(-c3ccccc3OC)c(C(F)(F)F)oc12 | 100 | -1.6
O=C1CSC2(C(=O)N(Cc3ccccc3)c3ccccc32)N1c1cccc(F)c1 (stereo unspecified) | 102 | -0.6
CCOC(=O)c1ccc(Oc2nc(N(C)C)nc(N3CCOCC3)n2)cc1 | 103 | 0.9
CCOC(=O)c1c(S(=O)(=O)NCC(=O)N2CCN(c3ccccc3OC)CC2)c(C)n(C)c1C | 111 | 0.9
Cc1cc(C(=O)Cn2cnc3ccsc3c2=O)c(C)n1CCC1=CCCCC1 | 103 | 0
CCN(Cc1ccccc1)C(=O)Cn1cc2c(n1)CCCCCC2 | 101 | -0.1
CC(C(=O)Nc1ccc(S(=O)(=O)N2CCCC2)cc1)N1CCc2ccccc2C1 (stereo unspecified) | 104 | 0.1
Nc1nnc(N)c2ccccc12 | 100 | -0.1
N#CC(C#N)=CNc1nn(-c2ccccc2)cc1C#N | 104 | 0.2
COC(=O)c1c(-c2ccc(OC)c(OC)c2)csc1NC(=O)C1CC1c1ccccc1 (stereo unspecified) | 107 | 0.3
CCOC(=O)c1c(NC(=O)C(C)Sc2nnc(CNC(=O)c3ccco3)n2-c2cc(C)ccc2C)sc2c1CCC2 (stereo unspecified) | 101 | 0.1
Cc1nn(-c2ccccc2)c2sc(C(=O)N3CCN(C(=O)c4ccccc4)CC3)cc12 | 100 | -0.3
CCOc1ccc(CNC(=O)C2CCN(C(=O)N3CC(CC)Oc4ccccc43)CC2)cc1 (stereo unspecified) | 109 | 0.4
CCOCCc1nn2c(=O)cc(COC(=O)c3ccccc3OC)nc2s1 | 110 | 0.7

An excerpt; the hit share may differ from the screen's.
